# Screening results: PubChem BioAssay, National Center for Advancing Translational Sciences (NCATS)
# D1 PAM: human D1 dopamine receptor positive modulation. potentiation, % at 10 µM. HEK293 TREx D1 cells, calcium flux, dopamine EC20 potentiation. actives 0.036% (n = 360,000); in the data active means potentiation above about 30%; further: 0% is about no effect
# D1 ag: activates the human D1 dopamine receptor; P21728; HEK293 T-REx D1 cells, calcium flux, agonist mode; activation, % at 2 µM; actives 1% (n = 360,000); AID 504660; in the data active means activation above about 30%; further: 0% is about no effect
#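 Inducible HEK293 T-REx D1 cells, force-coupled to calcium signalling, were plated at 4000 cells/well with tetracycline and held overnight at 30 C. After no-wash calcium dye loading, compound-evoked calcium rise over 180 s flagged agonists.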
# D1 antag: human D1 dopamine receptor antagonism. HEK293 TREx D1 cells, calcium flux, dopamine EC80; stronger effect = lower value. actives 3.2% (n = 360,000). activity change, negative = inhibition, % at 10 µM. P21728. AID 504652; in the data active means activity change below about -30%; further: on the % scale 0 is the no-effect control and ±100 the full control effect
#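 Inducible Hek293 Trex D1 cells (tetracycline, overnight, 30 C). Calcium dye 30–90 min RT. Antagonist mode: EC80 dopamine added after 180 s compound read.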
# Vif-APOBEC3G blk: Vif-A3G binding inhibition | Q9HC16 | actives 0.076% (n = 410,000) | HeLa A3G-eYFP + Vif (tagged APOBEC3G with the HIV-1 protein that degrades it), YFP fluorescence, overnight | Potency, µM (highest dose often 46.1 µM), for inactives: at the highest dose activity, negative = active, hits mostly inhibitors;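 further: potency means the concentration at half of the fitted maximal effect; on the % scale 0 is the no-effect control and ±100 the full control effect; nearly all actives have a fitted effect of over 60% in size; hits raise eYFP signal because A3G escapes Vif-driven loss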
# Target sequence (Q9HC16 whole entry, looked up): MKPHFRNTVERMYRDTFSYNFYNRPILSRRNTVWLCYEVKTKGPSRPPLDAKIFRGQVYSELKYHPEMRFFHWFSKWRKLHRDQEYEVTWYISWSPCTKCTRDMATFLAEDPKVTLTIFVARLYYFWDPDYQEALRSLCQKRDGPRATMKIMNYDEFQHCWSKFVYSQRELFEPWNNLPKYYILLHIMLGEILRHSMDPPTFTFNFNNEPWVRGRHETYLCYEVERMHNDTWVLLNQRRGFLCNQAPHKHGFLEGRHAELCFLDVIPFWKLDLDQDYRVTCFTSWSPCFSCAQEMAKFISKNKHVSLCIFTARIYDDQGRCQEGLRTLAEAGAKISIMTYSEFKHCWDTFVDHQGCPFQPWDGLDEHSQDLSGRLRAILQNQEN
#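 HeLa cells stably expressing Vif and C-terminally eYFP-tagged A3G, seeded overnight at 37 deg C, then exposed to compound by pintool overnight at 37 deg C. Rise in yellow fluorescence (Ex 488/Em 500-530, Acumen) marks blocked Vif-driven A3G degradation.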
# Vif-A3F inh: Vif-A3F binding inhibition | HeLa A3F-eYFP + Vif (tagged APOBEC3F with the HIV-1 protein that degrades it), YFP fluorescence increase | Potency, µM (titrated, usually from 46.1 µM), inactives show at the highest dose activity, negative = active | actives 0.2% (n = 390,000) | AID 602313; further: potency means the concentration at half of the fitted maximal effect; % of control where 0% means no effect; nearly all actives have a fitted effect of over 65% in size
#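 HeLa cells stably expressing A3F-eYFP plus Vif, plated and incubated overnight at 37 deg C, then exposed to compounds overnight at 37 deg C. Blocked degradation read as raised yellow fluorescence (Ex 488/Em 500-530).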
# RXFP1 ag: RXFP1 (human) receptor agonism; HEK293T-RXFP1 cAMP TR-FRET, 30 min; response scale: percent of porcine relaxin response, buffer zero; Potency, µM (titrated, usually from 57.5 µM), without a hit: at the top dose activation, hits mostly activators; actives 0.3% (n = 370,000); AID 2676; further: potency means the concentration at half of the fitted maximal effect; on the % scale 0 is the no-effect control and ±100 the full control effect; nearly all actives have a fitted effect of over 60% in size; many of its hits are not listed in these tables
# Target sequence (Q9HBX9 whole entry, looked up): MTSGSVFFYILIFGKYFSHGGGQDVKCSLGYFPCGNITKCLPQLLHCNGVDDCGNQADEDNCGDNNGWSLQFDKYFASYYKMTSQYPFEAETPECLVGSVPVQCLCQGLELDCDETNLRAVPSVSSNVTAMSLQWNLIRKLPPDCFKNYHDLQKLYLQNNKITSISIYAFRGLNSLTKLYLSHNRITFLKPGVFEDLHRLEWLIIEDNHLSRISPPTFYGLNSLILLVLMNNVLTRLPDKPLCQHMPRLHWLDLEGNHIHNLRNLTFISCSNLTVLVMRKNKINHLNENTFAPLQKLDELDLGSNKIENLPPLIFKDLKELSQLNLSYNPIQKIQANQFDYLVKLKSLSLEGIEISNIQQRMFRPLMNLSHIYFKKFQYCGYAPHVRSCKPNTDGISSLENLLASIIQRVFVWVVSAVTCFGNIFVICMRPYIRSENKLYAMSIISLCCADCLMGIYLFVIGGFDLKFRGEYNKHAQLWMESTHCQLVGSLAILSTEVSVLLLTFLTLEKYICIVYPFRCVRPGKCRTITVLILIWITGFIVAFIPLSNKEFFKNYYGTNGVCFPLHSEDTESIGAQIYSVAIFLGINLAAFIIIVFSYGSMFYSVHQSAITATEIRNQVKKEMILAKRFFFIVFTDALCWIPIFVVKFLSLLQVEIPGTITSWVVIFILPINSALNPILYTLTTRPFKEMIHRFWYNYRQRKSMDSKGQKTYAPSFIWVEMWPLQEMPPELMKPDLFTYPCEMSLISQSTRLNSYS
#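 Agonist response is measured as cAMP accumulation in an RXFP1-transfected HEK293T line under PDE4 inhibition. Values are scaled between buffer-only and 29 nM porcine relaxin, and EC50s come from standard Hill equation fits.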
# LDHA inh: blocks human lactate dehydrogenase A; purified LDHA, NADH/diaphorase-resazurin fluorescence; stronger effect = lower value; activity change, % (values are at about 110 or 230 µM); actives 0.15% (n = 480,000); in the data active means activity change below about -30%; inconclusive means mostly about -25% to -30%;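 further: plate controls were DMSO wells for no effect and wells without enzyme for full effect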
#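 LDH5 2 nM; NADH 0.06 mM, pyruvate 0.2 mM; 200 mM Tris pH 7.4, EDTA, Tween-20; 5 min RT. Detection: diaphorase 0.133 mg/mL + resazurin 37 µM, fluorescence ex540/em590 at 0 and 20 min; normalized to enzyme-free and DMSO wells.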
# Glioma ERSR ind: inducers of ER stress response in human glioma cells; U87-MG GRP78 promoter luciferase reporter, 16 h; Potency, µM, for the others: at the highest dose activation, usual class: activators; actives 0.02% (n = 420,000); AID 602332; further: potency means the concentration at half of the fitted maximal effect; series mostly up to about 76 µM; % of control where 0% means no effect; nearly all actives have a fitted effect of over 35% in size
#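 ERSR induction read as luciferase luminescence (Bright-Glo, 10 min at room temperature) in stably transfected human U87-MG glioma cells exposed to compounds for 16 h, using GRP78 as sensor.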
# D2 PAM: D2 dopamine receptor (human) potentiation; P14416; HEK293 T-REx D2, calcium flux, EC20 dopamine potentiation; potentiation, % at 10 µM; actives 0.34% (n = 340,000); AID 485347;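 active means potentiation over 3 SD above the plate norm, cut at about 30% in these data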; further: 0% is about no effect
#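 Potentiation of an EC20 dopamine calcium response is measured in a force-coupled, tetracycline-inducible Hek293 Trex D2 line. Compound-only kinetic reads over 180 s flag agonists before dopamine addition.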
# * = called active by the depositor; ? = inconclusive; · = no result given; & = joins results of further samples. Unless noted, the call rests on the fitted dose curve; in most records, active means well fitted curve in the direction sought with a large enough effect; inconclusive means small, poorly fitted or top-dose-only effect, or another doubt; inactive means no such curve, though single readings can be large; an effect the other way counts as inactive or inconclusive. This is a subset; rates above refer to the full screens.
cpd	structure	D1 PAM	D1 ag	D1 antag	Vif-APOBEC3G blk	Vif-A3F inh
1	COc1ccc(C(=O)NCC2(c3ccccc3)CCOCC2)cc1[N+](=O)[O-]	-10	3	17	3%	6%
2	Cc1c(NC(=O)c2cccc(NC(=O)COc3ccccc3)c2)c(=O)n(-c2ccccc2)n1C	6	1	8	-13%	-3%
3	COc1cc(C=O)ccc1OS(=O)(=O)c1ccc(NC(C)=O)cc1	-6	14	-30	-1%	4%
4	CCN(CC)CCN1C(=O)C2C(C(=O)Nc3ccc(C(C)C)cc3)C3C=CC2(O3)C1C(=O)NC1CCCCC1 (configuration not stated)	-10	3	1	0%	12%
5	COc1ccc(NC(=S)NCC(c2cccnc2)N2CCOCC2)cc1 (configuration not stated)	-3	3	-30	-8%	-1%
6	COc1cc(C2C(=O)N(C3CCCCCC3)CC(=O)N2Cc2ccccc2)ccc1OC(C)C (configuration not stated)	1	-2	-13	-1%	-3%
7	CCCCNc1ncnc2c1nnn2C	-1	4	·	0%	-6%
8	CCc1sc(Nc2cccc(Cl)c2C)nc1-c1cc2cccc(OC)c2oc1=O	-1	-1	12	-3%	3%

cpd	RXFP1 ag	LDHA inh	Glioma ERSR ind	D2 PAM
1	2.0%	-8	-4%	4
2	3.8%	-4	-3%	1
3	0.0%	-1	0%	-4
4	-1.6%	-8	-5%	-9
5	-0.1%	-1	-1%	30*
6	-2.1%	-4	-1%	8
7	17%	-10	-2%	·
8	-1.2%	-9	-2%	-2

# Next part
cpd	structure	D1 PAM	D1 ag	D1 antag	Vif-APOBEC3G blk	Vif-A3F inh
9	CCN(CC)CCNC(=O)c1ccc2c(c1)NC(=O)C(CS(=O)(=O)Cc1ccc(F)cc1Cl)N2 (configuration not stated)	2	3	2	2%	-1%
10	CCOC(=O)c1c(C)[nH]c(C)c1S(=O)(=O)N1CCCC(C(=O)NCc2ccc(Cl)cc2)C1 (configuration not stated)	2	4	-31*	0%	10%
11	CCOC(=O)c1sc2nc(C)nc(SC(C)C(=O)NC3CC3)c2c1C (configuration not stated)	5	0	-6	7%	2%
12	Cc1nc(-n2nc(C)c(CCC(C)C)c2C)sc1C(=O)Nc1cccc(Cl)c1	-1	8	-5	0%	0%
13	COc1ccc(NC(=O)C2CCCC2)cn1	-4	3	10	1%	19%
14	CCn1c(SC(C)C(=O)Nc2ccc(N3CCOCC3)cc2)nnc1-c1ccco1 (configuration not stated)	2	3	-13	-3%	7%
15	C/C(CC(=O)Nc1ccc([N+](=O)[O-])cc1)=N/NC(=O)C1CC12CCC2 (configuration not stated)	-12	1	-21	-1%	7%
16	CC(O)CCC(=O)NNC1CC(=O)N(c2ccccc2)C1=O (configuration not stated)	-5	1	7	4%	14%

cpd	RXFP1 ag	LDHA inh	Glioma ERSR ind	D2 PAM
9	-1.4%	-6	-4%	4
10	1.1%	-7	-3%	2
11	0.4%	0	-3%	-2
12	11%	0	-2%	0
13	-1.2%	7	-2%	-6
14	0.5%	-4	-3%	3
15	0.6%	-3	3%	-5
16	3.8%	-4	-3%	-1

# Copied from the list.
# CCOC(=O)c1c(C)[nH]c(C)c1S(=O)(=O)N1CCCC(C(=O)NCc2ccc(Cl)cc2)C1 (configuration not stated) in Vif-APOBEC3G blk: 0%
# CCn1c(SC(C)C(=O)Nc2ccc(N3CCOCC3)cc2)nnc1-c1ccco1 (configuration not stated) in Vif-APOBEC3G blk: -3%

# Later entries.
cpd	structure	D1 PAM	D1 ag	D1 antag	Vif-APOBEC3G blk	Vif-A3F inh
17	CCN(CC)CCn1c(-c2ccccc2)nc(=S)c2c1CC(C)(C)OC2	4	2	0	0%	-2%
18	CCN(CC)S(=O)(=O)c1ccc2c(c1)oc(=O)n2CC(=O)N(C)C1CCCCC1	-4	1	9	2%	-7%
19	Cc1cc2n(n1)SC(Nc1ccc(F)cc1)N2 (configuration not stated)	-2	0	3	-3%	-9%
20	COc1ccc(NC(=O)/C=C/c2cc(Br)ccc2OC)cc1	-6	1	-10	1%	·
21	Nc1nc(-c2ccc(Br)cc2)cc(C(F)(F)F)n1	-11	4	21	0%	·
22	COc1ccc(NC(=O)NCc2cccn2C)c(OC)c1	-3	1	-2	-2%	·
23	N#CCCn1cc(C(=O)N2CCCCC2)c(-c2cccc([N+](=O)[O-])c2)n1	1	-1	1	3%	-3%
24	Cc1ccc(C(=O)NCCNC(=O)COc2ccc(C)c(C)c2)cn1	-2	2	9	-3%	12%

cpd	RXFP1 ag	LDHA inh	Glioma ERSR ind	D2 PAM
17	-0.2%	2	-5%	-4
18	1.9%	-1	-3%	-1
19	2.3%	-5	5%	-12
20	2.9%	-3	-4%	-21
21	0.1%	-8	-2%	-2
22	1.5%	7	-7%	-9
23	-1.4%	-6	-5%	1
24	1.3%	1	1%	10

# (listing goes on)
cpd	structure	D1 PAM	D1 ag	D1 antag	Vif-APOBEC3G blk	Vif-A3F inh
25	CCOc1ccc(CNC(=O)c2cnc3sc(N4CCCCCC4)nn3c2=O)cc1OC	-5	0	-16	3%	2%
26	COC(=O)C1=C(C)N(c2cc(Cl)cc(Cl)c2)C(=O)C1	-2	1	28	-5%	1%
27	O=C(NN=Cc1cccc2ccccc12)C(=O)NN=Cc1cccc2ccccc12	·	·	·	2%	?
28	O=S(=O)(c1cccnc1)N1CCCC(Nc2ccc(F)c(F)c2)C1 (configuration not stated)	·	·	·	0%	0%
29	CCOC(=O)C1=C2N(C)c3ccccc3N2CCC1=O	-1	2	1	0%	-3%
30	O=C(c1cccc(Cl)c1Cl)N1CCN(c2ccccn2)CC1	2	0	3	0%	-11%
31	NS(=O)(=O)c1ccc(CCNCc2cccnc2)cc1	-2	8	26	2%	4%
32	O=C(c1cc(S(=O)(=O)N2CCCC2)c[nH]1)N1CCN(c2cccc(Cl)c2)CC1	-4	-1	-19	2%	-10%

cpd	RXFP1 ag	LDHA inh	Glioma ERSR ind	D2 PAM
25	-1.1%	-3	-1%	14
26	-0.4%	-1	-16%	-2
27	·	-6	-1%	·
28	·	0	2%	·
29	1.5%	-4	-2%	-1
30	-0.1%	-2	-2%	8
31	-0.8%	-2	-3%	9
32	0.9%	-3	0%	1

# New compounds follow
cpd	structure	D1 PAM	D1 ag	D1 antag	Vif-APOBEC3G blk	Vif-A3F inh
33	CSc1nc2ccsc2c(=O)n1-c1cccnc1	-1	1	2	3%	2%
34	O=S(=O)(Nc1ccc2c(c1)OCCO2)c1c(F)cccc1F	3	4	-9	0%	8%
35	COc1ccc(C(=O)Cn2c(Br)nc3c2c(=O)n(C)c(=O)n3C)cc1	-4	2	-16	0%	-15%
36	Cc1ccc(S(=O)(=O)N(C)CC(=O)Nc2ccccc2N2CCCC2)cc1	-1	1	-3	5%	-7%
37	Cc1ccc(N=Cc2nc(/C=C/c3cccc([N+](=O)[O-])c3)oc2O)cc1	-4	11	27	0%	-3%
38	CN(C)C(=O)N1CCC(C(=O)NCc2cccs2)CC1	-1	1	-5	-3%	0%
39	COc1ccc(CCNC(=O)C(=O)NCc2ccccc2)cc1OC	-2	2	-1	?	-9%
40	O=C(O)CCN1CC2([N+](=O)[O-])C=CC(=O)C([N+](=O)[O-])(C1)C2CC(=O)c1ccccc1 (configuration not stated)	0	4	25	-2%	-13%

cpd	RXFP1 ag	LDHA inh	Glioma ERSR ind	D2 PAM
33	4.5%	-10	-1%	5
34	-2.0%	-2	-3%	1
35	6.3%	-9	-5%	2
36	-0.2%	2	-4%	3
37	0.0%	-8	-4%	-14
38	0.1%	-5	-3%	·
39	2.4%	-2	-5%	4
40	-0.3%	15	-4%	9

# More entries follow:
cpd	structure	D1 PAM	D1 ag	D1 antag	Vif-APOBEC3G blk	Vif-A3F inh
41	CCCC(=O)Nc1nnc(-c2cccc(OCC)c2)s1	0	0	2	3%	0%
42	N=c1c2c(-c3ccccc3)c(-c3ccccc3)oc2ncn1CCCN1CCOCC1	-4	1	-12	0%	2%
43	CCOC(=O)c1cc(NC(=O)Nc2ccc(Br)cc2)c(C)nc1C	-3	10	-23	-1%	0%
44	COc1ccccc1S(=O)(=O)CC(O)COc1ccccc1Cl (configuration not stated)	-8	3	-6	2%	0%
45	O=C(NCCN1CCOCC1)c1c(O)nc2sccn2c1=O	2	11	5	-2%	-7%
46	CC(=O)OC1OCCOC1NC(=S)Nc1cccc(C(F)(F)F)c1 (configuration not stated)	-6	1	11	1%	-6%
47	Clc1ccc(OCCCN2CCCCC2)c(Br)c1	-18	14	-62*	1%	2%
48	COc1ccc(C(CNC(=O)C(CCSC)NC(=O)c2ccccc2OC)N2CCCCC2)cc1 (configuration not stated)	-10	3	21	1%	-1%

cpd	RXFP1 ag	LDHA inh	Glioma ERSR ind	D2 PAM
41	11%	-5	-3%	-5
42	2.0%	-6	-5%	-16
43	0.7%	-1	3%	-1
44	7.9%	-1	-6%	6
45	3.3%	8	-3%	18
46	-0.2%	-5	2%	3
47	1.9%	-20	1%	-21
48	1.1%	-2	-1%	-11

# Additional entries:
cpd	structure	D1 PAM	D1 ag	D1 antag	Vif-APOBEC3G blk	Vif-A3F inh
49	CN(CC(=O)Nc1ccccc1C(F)(F)F)C(=O)CSCc1ccccc1	2	4	-15	-1%	-7%
50	O=C(O)/C=C\C(=O)Nc1ccc(OCc2ccccc2)cc1	6	-1	-5	1%	11%
51	CCCc1cc2c(cc1NC(=O)c1ccccc1C)OCO2	-5	6	-10	-19%	-2%
52	COc1ccc(Cc2nnc(NS(=O)(=O)Cc3ccccc3)s2)cc1	1	1	1	-1%	11%

cpd	RXFP1 ag	LDHA inh	Glioma ERSR ind	D2 PAM
49	0.6%	-6	-2%	17
50	-0.7%	3	-6%	1
51	1.2%	-3	2%	-8
52	0.2%	-3&6	-3%	2

# Filtered by structure, the compounds so far containing a COOH group
cpd	structure	D1 PAM	D1 ag	D1 antag	Vif-APOBEC3G blk	Vif-A3F inh
40	O=C(O)CCN1CC2([N+](=O)[O-])C=CC(=O)C([N+](=O)[O-])(C1)C2CC(=O)c1ccccc1 (configuration not stated)	0	4	25	-2%	-13%
50	O=C(O)/C=C\C(=O)Nc1ccc(OCc2ccccc2)cc1	6	-1	-5	1%	11%

cpd	RXFP1 ag	LDHA inh	Glioma ERSR ind	D2 PAM
40	-0.3%	15	-4%	9
50	-0.7%	3	-6%	1
